Screens from PubChem.
Bcl-B Bim block – disrupts Bim peptide binding to human Bcl-B; Q9HD36; bead-based flow cytometry; 190,000 tested, 0.073% active; inhibition, % at 10 µM;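 also: 0% = tracer peptide without compound and 100% = reference inhibitor peptide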
Target sequence (Q9HD36 whole entry, looked up): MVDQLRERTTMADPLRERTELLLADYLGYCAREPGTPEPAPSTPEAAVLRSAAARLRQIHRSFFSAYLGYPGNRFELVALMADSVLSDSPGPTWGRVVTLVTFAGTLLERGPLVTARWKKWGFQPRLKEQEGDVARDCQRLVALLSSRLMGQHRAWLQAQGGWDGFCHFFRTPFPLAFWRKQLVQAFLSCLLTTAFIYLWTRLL
Cdc42 wt GTP – modulators (inhibitors or activators) of GTP binding to human Cdc42 wildtype; percent activity (GTP binding), % at 10 µM; 190,000 tested, 0.2% active; P60953; GST-Cdc42 beads, Bodipy-GTP binding, flow cytometry; actives lie on both sides;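 active = percent activity GTP binding at least 20 points away from the 100% baseline, either down as inhibitor or up as activator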;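 also: median bead fluorescence of bound Bodipy-FL-GTP at 100 nM; 0% = excess unlabeled GTP control and 100% = no compound control; below 100% means less GTP binding so inhibitor and above means activator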
Target sequence (P60953 whole entry, looked up): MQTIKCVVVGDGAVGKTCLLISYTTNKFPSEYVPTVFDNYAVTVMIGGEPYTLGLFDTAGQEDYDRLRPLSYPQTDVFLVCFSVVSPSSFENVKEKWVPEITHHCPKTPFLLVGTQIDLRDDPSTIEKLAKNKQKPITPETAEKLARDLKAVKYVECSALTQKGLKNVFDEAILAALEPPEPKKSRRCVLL
Rab2A wt mod – changes GTP binding to wildtype dog Rab2A, up or down. P61105. GST-Rab2 wt beads, Bodipy-GTP binding, flow cytometry. GTP binding activity, % at 10 µM. 190,000 tested, 0.19% active;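 active = GTP binding activity at least 20 points away from 100%, either lowered or raised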;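 also: 0% = beads with excess unlabeled GTP and 100% = no-compound control corrected for plate trend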
Rac1 act GTP bind – human Rac1 activated mutant GTP binding change | P63000 | GST-Rac1 activated beads, fluorescent GTP binding, flow cytometry; actives lie on both sides; 100% means binding = to untreated wells | percent activity (GTP binding), % at 10 µM | 190,000 tested, 0.11% active | AID 764;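 active = GTP binding at least 20 percentage points away from the 100% baseline, in either direction, so actives lie on both sides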
HRas wt GTP bind – human HRas wildtype GTP binding, change in either direction | P01112 | GST-Ras wt beads, Bodipy-FL-GTP binding, flow cytometry; actives lie on both sides | GTP binding activity, % at 10 µM | 190,000 tested, 0.14% active;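 active = GTP binding activity at least 20% away from the 100% baseline, either lowered as inhibitor or raised as activator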;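 also: 0% = unlabeled GTP competition control and 100% = no-compound control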
Target sequence (P01112 whole entry, looked up): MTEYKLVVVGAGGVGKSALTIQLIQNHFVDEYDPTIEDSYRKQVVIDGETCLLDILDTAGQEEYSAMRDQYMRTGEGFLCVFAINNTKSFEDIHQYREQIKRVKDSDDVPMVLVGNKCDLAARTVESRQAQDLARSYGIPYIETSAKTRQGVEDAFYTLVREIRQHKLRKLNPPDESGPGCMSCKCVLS
Bcl-W Bim block – human Bim-Bcl-W interaction inhibition; inhibition, % at 10 µM; bead-based flow cytometry, Bim peptide-Bcl-W binding; AID 952; Q92843; 190,000 tested, 0.02% active;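 also: 0% = bound tracer without compound and 100% = peptide blocker; higher means less fluorescent Bim peptide bound to Bcl-W beads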
Target sequence (Q92843 whole entry, looked up): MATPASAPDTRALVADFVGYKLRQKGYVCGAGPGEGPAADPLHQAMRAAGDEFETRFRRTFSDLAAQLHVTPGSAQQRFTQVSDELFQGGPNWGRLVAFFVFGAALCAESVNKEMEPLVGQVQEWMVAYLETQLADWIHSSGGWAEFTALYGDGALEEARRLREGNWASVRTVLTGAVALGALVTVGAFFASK
Bfl-1 Bim block – disrupts Bim binding to human Bfl-1; Q16548; Bead-based flow cytometry, Bim-Bfl-1 binding inhibition; inhibition, % at 10 µM; 190,000 tested, 0.12% active;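 also: 0% = wells without compound plus tracer and 100% = blocker peptide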
Rab7 wt GTP bind – dog Rab7 wildtype GTP binding, inhibitors and activators; GST-Rab7 beads, fluorescent GTP binding, flow cytometry; actives lie on both sides; untreated = 100%, excess cold GTP = 0%; GTP binding activity (percent of control), % at 10 µM; 190,000 tested, 0.055% active;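 active = fluorescent GTP binding to Rab7 beads changed by at least 20 points from the 100% baseline, either direction, mostly lower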;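 also: median green fluorescence of bound Bodipy-FL-GTP per Rab7 bead population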
Rac1 wt GTP bind – human Rac1 wildtype GTP binding, inhibitors and activators. P63000. GST-Rac1 beads, fluorescent GTP binding, flow cytometry; actives lie on both sides; 0 = cold GTP competed, 100 = untreated. GTP binding activity (% of control), % at 10 µM. 190,000 tested, 0.27% active;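 active = GTP binding activity at least 20 points away from the 100% control level, either lower or higher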
Bcl-XL Bim block – human Bim-Bcl-XL interaction inhibition; Q07817; Bim peptide-Bcl-XL binding, bead flow cytometry, fluorescence; inhibition, % at 10 µM; 190,000 tested, 0.04% active
Target sequence (Q07817 whole entry, looked up): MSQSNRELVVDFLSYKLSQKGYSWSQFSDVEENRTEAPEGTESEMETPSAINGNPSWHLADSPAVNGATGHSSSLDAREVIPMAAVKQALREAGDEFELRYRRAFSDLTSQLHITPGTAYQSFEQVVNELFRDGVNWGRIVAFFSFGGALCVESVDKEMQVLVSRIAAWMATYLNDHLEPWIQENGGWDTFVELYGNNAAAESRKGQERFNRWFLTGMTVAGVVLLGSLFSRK
Bim-Bcl-2 – disrupts Bim peptide binding to human Bcl-2. Bead-based flow cytometry, Bim peptide-Bcl-2 binding. AID 950. 190,000 tested, 0.06% active. P10415. inhibition, % at 10 µM; in the data active = inhibition above about 40%;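 also: 0% = no compound wells with probe peptide and 100% = reference peptide inhibitor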
The depositor's hits bear a star. Rule as the data show it, unless noted: active = inhibition above about 40%.

SMILES	Bcl-B Bim block	Cdc42 wt GTP	Rab2A wt mod	Rac1 act GTP bind	HRas wt GTP bind	Bcl-W Bim block	Bfl-1 Bim block	Rab7 wt GTP bind	Rac1 wt GTP bind	Bcl-XL Bim block	Bim-Bcl-2
COc1ccc(NC(=O)Nc2ccc3nc(C)c(C)nc3c2)cc1	3.0	97.0	97.0	94.0	100.0	0.0	-2.0	98.0	96.0	1.0	-2.0
Cc1ccc(NC2=C(Cl)C(=O)OC2OC(=O)c2ccco2)cc1 (stereo not given)	-8.0	98.0	98.0	96.0	100.0	-4.0	-20.0	102.0	100.0	-4.0	-7.0
O=C(O)C1CC(=O)N(Cc2ccc3c(c2)OCO3)C1 (stereo not given)	-4.0	102.0	100.0	98.0	103.0	0.0	-11.0	103.0	104.0	-8.0	-8.0
Cn1nnnc1SCC(=O)C(C)(C)C	-4.0	99.0	99.0	98.0	102.0	-3.0	-2.0	104.0	102.0	-2.0	-1.0
CC(C)CCNC(=O)C1CCN(C(=O)N(C)C)CC1	3.0	101.0	101.0	97.0	102.0	0.0	0.0	101.0	99.0	-1.0	-2.0
O=C(Cc1ccccc1)NC(NC(=O)Cc1ccccc1)c1cccc([N+](=O)[O-])c1	-4.0	98.0	100.0	95.0	97.0	-3.0	-4.0	107.0	99.0	-4.0	-7.0
C/C(=N\NS(=O)(=O)c1ccccc1)c1ccc2c(c1)OCCO2	-9.0	99.0	100.0	99.0	100.0	-5.0	-12.0	95.0	100.0	-8.0	-12.0
COc1ccc(N2CCN(C(=O)CNC(=O)c3cn(-c4ccccc4OC)c(=O)c4ccccc34)CC2)cc1	-9.0	94.0	99.0	97.0	98.0	-4.0	0.0	102.0	100.0	-1.0	-3.0
Cc1cccc(C(=O)NCCNC(=O)c2cccc(C)c2)c1	-7.0	100.0	99.0	97.0	103.0	-2.0	-2.0	107.0	102.0	-7.0	-2.0
CCCc1nc2ccccc2n1CCOc1ccccc1	-2.0	104.0	103.0	99.0	105.0	0.0	-5.0	104.0	108.0	0.0	-6.0
Cn1c2c(c(=O)n(C)c1=O)CN(Cc1ccc(F)cc1)CN2	-11.0	102.0	102.0	98.0	102.0	3.0	-10.0	100.0	107.0	-6.0	-10.0
Cc1ccc(S(=O)(=O)NC(C)C(=O)NC2CCCCCC2)cc1 (stereo not given)	-3.0	103.0	103.0	101.0	102.0	-3.0	-1.0	101.0	104.0	-1.0	0.0
O=C(Nc1ccc(O)cc1)/C(=C\c1cccs1)NC(=O)c1ccccc1	-8.0	100.0	97.0	98.0	100.0	-1.0	-18.0	98.0	105.0	-3.0	-23.0
O=C1NC(c2cc3c(cc2Cl)OCO3)Oc2ccccc21 (stereo not given)	-5.0	99.0	99.0	100.0	99.0	2.0	-10.0	100.0	105.0	-6.0	-6.0
O=C(CSc1nnc(COc2ccccc2)n1-c1ccccc1)c1ccccc1	0.0	99.0	101.0	99.0	101.0	1.0	-2.0	100.0	101.0	0.0	-1.0
Cc1onc(-c2c(F)cccc2Cl)c1C(=O)OCC(=O)Nc1c(C)n(C)n(-c2ccccc2)c1=O	-8.0	104.0	104.0	102.0	106.0	-1.0	-11.0	108.0	115.0	-5.0	-3.0
COc1ccc2oc(C(=O)OCC(=O)NCCN3C(=O)CSC3=O)c(C)c2c1	-7.0	101.0	98.0	97.0	99.0	-2.0	-7.0	100.0	102.0	-8.0	-4.0
COc1ccc(CNC(=O)c2noc3c2CCCC3)cc1	-12.0	100.0	99.0	100.0	98.0	-2.0	-13.0	101.0	105.0	-7.0	-13.0
C=CCc1ccccc1OCC(CN1CCCCC1)OC(C)=O (stereo not given)	-6.0	98.0	97.0	99.0	99.0	-1.0	-11.0	98.0	103.0	6.0	-6.0
CCCN(CCC)Cc1cc2ccccc2c2c1COC2	-1.0	108.0	106.0	98.0	108.0	1.0	-4.0	112.0	104.0	0.0	0.0

An excerpt from above, showing only Bcl-XL Bim block and Rac1 wt GTP bind:
SMILES,Bcl-XL Bim block,Rac1 wt GTP bind
COc1ccc2oc(C(=O)OCC(=O)NCCN3C(=O)CSC3=O)c(C)c2c1,-8.0,102.0
COc1ccc(CNC(=O)c2noc3c2CCCC3)cc1,-7.0,105.0
C=CCc1ccccc1OCC(CN1CCCCC1)OC(C)=O (stereo not given),6.0,103.0

(continued)
SMILES	Bcl-B Bim block	Cdc42 wt GTP	Rab2A wt mod	Rac1 act GTP bind	HRas wt GTP bind	Bcl-W Bim block	Bfl-1 Bim block	Rab7 wt GTP bind	Rac1 wt GTP bind	Bcl-XL Bim block	Bim-Bcl-2
CCCCC(NS(=O)(=O)c1ccc(C)cc1)C(=O)Oc1ccc2c3c(c(=O)oc2c1)CCC3 (stereo not given)	-4.0	100.0	97.0	100.0	98.0	0.0	-2.0	95.0	100.0	-2.0	-3.0
CCOCCCNC(=O)C(c1ccc(Cl)cc1)N(Cc1cccs1)C(=O)c1ccccn1 (stereo not given)	-2.0	96.0	95.0	97.0	97.0	0.0	2.0	93.0	94.0	0.0	-3.0
O=C(Nc1ccccn1)c1ccc(COc2ccccc2Cl)o1	3.0	94.0	94.0	95.0	94.0	0.0	12.0	100.0	98.0	0.0	0.0
Cc1ccc(CCN2CC(C(=O)NCCCN3CCCCCC3)CC2=O)cc1 (stereo not given)	1.0	96.0	96.0	98.0	99.0	12.0	0.0	100.0	101.0	3.0	-3.0
Cc1nn(C)c(C)c1S(=O)(=O)N1CCC(C(=O)NC2CCCc3ccccc32)CC1 (stereo not given)	-4.0	96.0	98.0	97.0	97.0	-2.0	-3.0	95.0	101.0	-4.0	0.0
CCOc1nc(-c2ccccc2)ccc1-c1noc(COC)n1	-4.0	100.0	101.0	99.0	101.0	-2.0	-15.0	97.0	109.0	-5.0	-6.0
COC(=O)C1C(=O)C2=C(CC1C)NC(=O)CC2c1ccccc1 (stereo not given)	-9.0	100.0	97.0	96.0	99.0	0.0	-12.0	96.0	95.0	-3.0	-10.0
C/C(=N\NC(=O)Cc1cccn1C)c1ccc2ccccc2c1	46.0*	96.0	95.0	94.0	97.0	19.0	15.0	95.0	91.0	29.0	50.0*
CCCCn1cnc2c(cnn2-c2ccc(Cl)cc2)c1=O	-14.0	104.0	101.0	100.0	103.0	-5.0	-9.0	105.0	106.0	-6.0	-16.0
COc1ccc(CN(C)C(C)C(=O)Nc2ccc(S(=O)(=O)N3CCOCC3)cc2)c(OC)c1 (stereo not given)	-4.0	96.0	100.0	99.0	102.0	-6.0	-7.0	107.0	100.0	-3.0	-4.0
O=C(Cc1ccc2cccnc2c1)c1ccc(O)cc1O	-2.0	98.0	94.0	93.0	96.0	0.0	3.0	97.0	102.0	0.0	0.0
COc1cc2c(cc1OC)CN(C(=O)c1ccc(S(=O)(=O)N3CCCCC3)cc1)CC2	-8.0	101.0	99.0	103.0	100.0	-15.0	3.0	96.0	105.0	-16.0	-2.0
N#CC1=C(SCC(=O)c2ccc(Br)cc2)NC2=C(C(=O)CCC2)C1c1ccco1 (stereo not given)	-2.0	95.0	95.0	91.0	96.0	-2.0	-1.0	94.0	92.0	-2.0	-1.0
O=C(Nc1cccc(-c2nnc(-c3ccccc3)o2)c1)C1CCCO1 (stereo not given)	-3.0	95.0	93.0	94.0	96.0	-4.0	0.0	93.0	97.0	1.0	1.0
C=CCn1c(=O)n(CCOC)c(=O)c2sc3ccccc3c21	-2.0	96.0	96.0	97.0	99.0	0.0	-8.0	97.0	102.0	-3.0	-2.0
COc1ccccc1NC(=O)CSc1nnnn1C	-6.0	104.0	102.0	101.0	102.0	-2.0	-7.0	101.0	105.0	-8.0	-9.0
CCOC(=O)c1c(NC(=O)CSc2nc3ccccc3o2)sc(C(C)=O)c1C	-10.0	95.0	99.0	100.0	98.0	-8.0	0.0	94.0	99.0	-5.0	0.0
COC(=O)C1CC(O)CN1C(=O)Nc1cccc(C(F)(F)F)c1 (stereo not given)	-4.0	93.0	97.0	95.0	93.0	0.0	-3.0	95.0	95.0	-5.0	-5.0
Cc1ccnc(NS(=O)(=O)c2ccc(NC(=O)C34CC5CC(CC(C5)C3)C4)cc2)n1	-5.0	105.0	101.0	98.0	102.0	-2.0	-6.0	103.0	108.0	-1.0	-2.0
CC(c1ccccn1)N(Cc1ccco1)C(=S)Nc1cccc(F)c1 (stereo not given)	-6.0	98.0	99.0	97.0	98.0	-3.0	-5.0	106.0	100.0	-4.0	-2.0

Record cards (already shown). Order of screens: Bcl-B Bim block | Cdc42 wt GTP | Rab2A wt mod | Rac1 act GTP bind | HRas wt GTP bind | Bcl-W Bim block | Bfl-1 Bim block | Rab7 wt GTP bind | Rac1 wt GTP bind | Bcl-XL Bim block | Bim-Bcl-2
Results for COC(=O)C1C(=O)C2=C(CC1C)NC(=O)CC2c1ccccc1 (stereo not given) = -9.0 | 100.0 | 97.0 | 96.0 | 99.0 | 0.0 | -12.0 | 96.0 | 95.0 | -3.0 | -10.0
Results for C/C(=N\NC(=O)Cc1cccn1C)c1ccc2ccccc2c1 = 46.0* | 96.0 | 95.0 | 94.0 | 97.0 | 19.0 | 15.0 | 95.0 | 91.0 | 29.0 | 50.0*
Results for N#CC1=C(SCC(=O)c2ccc(Br)cc2)NC2=C(C(=O)CCC2)C1c1ccco1 (stereo not given) = -2.0 | 95.0 | 95.0 | 91.0 | 96.0 | -2.0 | -1.0 | 94.0 | 92.0 | -2.0 | -1.0
Results for CC(c1ccccn1)N(Cc1ccco1)C(=S)Nc1cccc(F)c1 (stereo not given) = -6.0 | 98.0 | 99.0 | 97.0 | 98.0 | -3.0 | -5.0 | 106.0 | 100.0 | -4.0 | -2.0

The listing continues.
SMILES	Bcl-B Bim block	Cdc42 wt GTP	Rab2A wt mod	Rac1 act GTP bind	HRas wt GTP bind	Bcl-W Bim block	Bfl-1 Bim block	Rab7 wt GTP bind	Rac1 wt GTP bind	Bcl-XL Bim block	Bim-Bcl-2
Cc1c(/C=N/NC(=O)C(C)(C)Oc2ccc(Cl)cc2)cnn1C	-2.0	101.0	99.0	99.0	101.0	0.0	-14.0	100.0	101.0	-4.0	-2.0
COc1ccc(NC(=O)/C=C/C(=O)O)cc1Cl	-5.0	99.0	99.0	96.0	99.0	0.0	-13.0	100.0	99.0	0.0	-4.0
CC1=N/C(=C\c2ccc([N+](=O)[O-])cc2)C(=O)N1c1ccc(Br)c(C)c1	-3.0	99.0	101.0	97.0	98.0	-2.0	-5.0	97.0	103.0	-7.0	1.0
O=C(O)C1CCN(c2nc(-c3ccccc3)nc3c2oc2ccccc23)CC1	-2.0	99.0	98.0	97.0	98.0	-1.0	-1.0	97.0	102.0	-1.0	-2.0
Cc1ccc(NC(=O)Cc2cc(C(=O)O)c3ccccc3n2)c(C)c1	-1.0	93.0	94.0	94.0	96.0	1.0	-1.0	97.0	99.0	2.0	-2.0
CCn1c(=O)c2c(cnn2C)c2ccccc21	0.0	100.0	97.0	95.0	96.0	0.0	-1.0	99.0	99.0	1.0	-4.0
